DAX1 inh-1: DAX1 (NR0B1) inhibition, primary screen; inhibition, % at 6.8 µM; AID 652010; HEK293T StAR-luciferase reporter, SF-1/DAX-1 repression relief; hit rate 1.1% among 370,000;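 active = inhibition above the mean over all tested compounds plus 3 SD, cut at about 3.6% in these data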;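 note: 0% = DAX-1 cells with DMSO and 100% = cells lacking DAX-1 with DMSO; higher inhibition means more luminescence from relief of DAX-1 repression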
proKLK7 act: activates the human kallikrein-7 zymogen; AID 652039; purified proKLK7, EDANS-DABCYL substrate fluorescence; 100% is mature enzyme control, 0% vehicle; hit rate 0.9% among 370,000; P49862; activation, % at 7 µM;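 active = activation above the mean of all tested compounds plus 3 SD, computed per campaign excluding outliers beyond control limits, cut at about 13% in these data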
Target sequence (P49862 whole entry, looked up): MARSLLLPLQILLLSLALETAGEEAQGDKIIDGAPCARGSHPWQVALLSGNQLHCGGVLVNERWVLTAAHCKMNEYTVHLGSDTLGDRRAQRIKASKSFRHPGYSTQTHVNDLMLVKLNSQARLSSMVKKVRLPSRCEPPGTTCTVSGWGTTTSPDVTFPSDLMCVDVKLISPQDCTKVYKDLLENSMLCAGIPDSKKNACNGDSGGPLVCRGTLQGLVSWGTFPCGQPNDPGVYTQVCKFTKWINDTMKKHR
hgDAF-12 ag: hgDAF-12 agonism, primary luciferase screen; AID 687014; activation, % at 6.8 µM; HEK293 GAL4-hgDAF12 UAS-luciferase reporter, agonist luminescence; normalized to butyrate control; hit rate 1.8% among 370,000;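 active = activation above a cutoff set at the mean of all screened compounds plus 3 SD, cut at about 10% in these data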;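 note: 0% = DMSO wells and 100% = sodium butyrate wells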
DAX1 inh-2: inhibits human nuclear receptor DAX1. P51843. HEK293 Gal4-DAX1 luciferase reporter, luminescence. inhibition, % at 6.75 µM. hit rate 0.99% among 340,000. AID 504766;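 active = inhibition above the mean over all tested compounds plus 3 SD, cut at about 4.2% in these data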;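 note: 0% = DAX1-transfected cells with DMSO and 100% = empty-vector control cells with DMSO; inhibition shows as a rise in luminescence from relieved DAX1 repression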
Target sequence (P51843 207-470 limits assumed): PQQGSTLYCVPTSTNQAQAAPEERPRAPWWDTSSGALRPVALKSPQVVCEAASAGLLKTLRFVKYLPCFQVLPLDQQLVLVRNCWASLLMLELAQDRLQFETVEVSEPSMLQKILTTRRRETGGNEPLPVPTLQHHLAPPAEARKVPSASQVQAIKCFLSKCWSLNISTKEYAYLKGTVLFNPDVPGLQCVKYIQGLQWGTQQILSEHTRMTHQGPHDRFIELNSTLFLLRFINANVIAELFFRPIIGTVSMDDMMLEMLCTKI
ssDAF12 agonist: activators of S. stercoralis DAF-12 nuclear receptor | hit rate 1% among 370,000 | activation, % at 6.8 µM | HEK293 ssDAF-12/GRIP1 lit1-tk-luc reporter, luminescence; % of 3 µM dafachronic acid response;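 active = activation above the mean over all tested compounds plus 3 SD, cut at about 0.9% in these data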;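 note: 0% = DMSO-only wells and 100% = 3 µM delta7-dafachronic acid wells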
hcDAF-12 act: H. contortus DAF-12 activation, primary screen; HEK293 hcDAF-12 lit1-tk-luc reporter, luminescence; 0% DMSO, 100% Δ7-dafachronic acid; activation, % at 6.8 µM; hit rate 1.4% among 370,000;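 active = activation above the mean of all tested compounds plus 3 SD, cut at about 5.5% in these data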;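 note: 100% = response to 3 µM Δ7-dafachronic acid high control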
GAA850 FXN act: frataxin GAA850 promoter activation | HEK293 lucGAA850 FXN promoter luciferase reporter, 24 h; percent of 10 µM SAHA response | activation, % at 6 µM | hit rate 0.56% among 360,000;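 active = activation above the average of all compounds screened plus 3 SD, cutoff fixed separately per campaign, cut at about 7.5% in these data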;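 note: 0% = DMSO wells and 100% = 10 µM SAHA wells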
SMARCA2 act: SMARCA2 function activation, primary screen; MG213 cells, MMTV-luciferase reporter, dexamethasone, overnight; activation, % at 9.1 µM; hit rate 1% among 370,000; AID 652017; in the data active = activation above about 7.8%;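 note: 0% = vehicle wells and 100% = reference activator wells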
NPR1 activator: GC-A (human) enzyme activation | P16066 | HEK293 GC-A cells, cGMP TR-FRET, EC30 ANP; 0% at EC30 ANP, 100% saturating ANP | activation, % at 10 µM | hit rate 0.14% among 370,000; in the data active = activation above about 40%
GC-B act: GC-B (human) receptor activation. P20594. HEK293-GC-B cells, CNP EC30, cGMP TR-FRET; 0% at EC30 CNP, 100% saturating CNP. activation, % at 10 µM. hit rate 0.11% among 370,000;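 active = activation at 10 µM reaching about 35% in either raw or pattern-adjusted values, limit read from the data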
sPLA2-III inh: Inhibits HGIII-sPLA2 liposome hydrolysis, primary screen; hit rate 0.56% among 370,000; inhibition, % at 12.2 µM; QFRET BODIPY PC-A2 liposome hydrolysis, fluorescence; Q9NZ20;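 active = inhibition above mean plus 3 SD of compounds lying within the high and low control bounds, cut at about 19% in these data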;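 note: 0% = median of test compound wells and 100% = no enzyme DMSO wells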
Target sequence (Q9NZ20 whole entry, looked up): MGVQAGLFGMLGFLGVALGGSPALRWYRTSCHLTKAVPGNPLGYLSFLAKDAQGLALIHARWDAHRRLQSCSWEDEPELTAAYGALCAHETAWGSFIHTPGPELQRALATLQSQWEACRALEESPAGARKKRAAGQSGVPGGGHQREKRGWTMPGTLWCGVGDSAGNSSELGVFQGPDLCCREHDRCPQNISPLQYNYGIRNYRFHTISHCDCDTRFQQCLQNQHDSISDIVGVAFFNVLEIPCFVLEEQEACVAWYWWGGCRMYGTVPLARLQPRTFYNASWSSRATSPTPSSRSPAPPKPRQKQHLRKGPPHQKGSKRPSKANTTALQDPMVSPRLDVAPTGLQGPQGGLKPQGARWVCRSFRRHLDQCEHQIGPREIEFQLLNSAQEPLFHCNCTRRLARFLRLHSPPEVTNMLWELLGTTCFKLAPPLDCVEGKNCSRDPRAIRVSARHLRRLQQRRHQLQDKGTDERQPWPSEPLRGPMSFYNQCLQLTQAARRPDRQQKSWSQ
Numbers without * were called inactive; . = not tested or not shown.

Below each compound: hgDAF-12 ag, hcDAF-12 act, proKLK7 act, NPR1 activator, ssDAF12 agonist, sPLA2-III inh, SMARCA2 act, GAA850 FXN act, GC-B act, DAX1 inh-1, DAX1 inh-2
> Cc1ccc(Nc2nc(N)c([N+](=O)[O-])c(N3CCOCC3)n2)cc1C
  -0.6, 1.4, 0.0, 6, -1.2, -5, 0, 4.1, 0, -0.6, 2.5
> COc1ccc(C(=O)COC(=O)c2nn(C)cc2Cl)cc1
  2.0, 2.4, 0.3, 2, -1.1, -2, 3, 4.7, 3, 0.6, 1.5
> C/C(CC(=O)NC1CCCC1)=N\NC(=O)Cc1cccs1
  2.5, -1.6, 0.8, -4, -1.5, 1, 0, -2.9, 3, 0.6, 1.3
> Cn1c(=O)n(Cc2ccc(F)cc2)c(=O)c2c1nc1n2CCN1Cc1ccco1
  -0.6, -1.6, -0.3, -1, -2.0, -2, -2, -2.1, 4, -0.5, -0.3
> Cc1cc(NC(=O)c2cc(S(=O)(=O)N3CCCCC3)ccc2C)no1
  -0.6, -0.9, -0.1, 1, -1.6, -1, 1, -0.6, 5, 1.0, -0.6
> COc1ccc(C)cc1NC(=O)Cc1c(C(=O)O)n(C)c2ccccc12
  5.0, 0.4, 0.1, 5, -0.8, 0, -1, 3.1, -6, -0.1, 1.1
> COc1cc(SC)ccc1C(=O)Nc1ccccc1C#N
  4.8, 0.0, -0.5, -2, 0.1, 2, 6, 2.8, -5, 0.1, 0.2
> Cn1c(CCNS(=O)(=O)c2ccc(F)cc2)nnc1SCc1cccnc1
  0.4, -2.0, 0.7, 2, -0.9, 2, 5, -1.1, 1, 0.2, 0.0
> COc1ccccc1N1CCN(C2CCCN(C(=O)c3cc(C(C)C)on3)C2)CC1 (stereo not given)
  -0.5, 0.3, 0.7, -2, -1.7, 1, 1, 0.4, -2, -0.1, 0.2
> Cc1cc(SCC(=O)NN=C2CCN(C(C)C)CC2)c(C)cc1Br
  8.6, -0.7, -0.3, -1, -0.9, 22*, -3, 1.3, 0, -0.7, 0.7
> COc1cc(C2CC(=O)NC3=C2C(=O)CC(C)(C)C3)cc(OC)c1O (stereo not given)
  0.4, -1.6, 0.1, 0, -1.3, 4, 0, 1.7, 2, -0.1, 0.8
> Cc1cc(Cl)ccc1C(=O)C1CCCN(C(=O)c2nonc2C)C1 (stereo not given)
  0.8, -1.6, 0.0, -1, -1.5, -2, -4, 0.2, -2, -0.3, -0.2
> Cc1nn(-c2ccccc2)c(C)c1/C=N\NC(=O)CSc1nc2ccccc2n1Cc1ccc(Cl)cc1
  1.0, -1.5, -0.3, -2, -1.2, -9, 2, ., -6, 0.1, .
> O=C(COC(=O)c1ccccc1[N+](=O)[O-])Nc1cc(S(=O)(=O)N2CCOCC2)ccc1N1CCCC1
  0.6, -1.4, 0.1, 6, -1.6, -12, -5, 0.1, 0, -0.4, 1.8
> CCC(CC)CN1CCC(CN2C(=S)NC[C@@H]2Cc2ccccc2)CC1
  -0.5, -2.3, -0.4, 0, -0.9, 2, 7, ., -2, 0.6, .
> CC1(C(=O)NS(=O)(=O)c2cccs2)CCN1C(=O)CCc1ccc(Cl)cc1Cl (stereo not given)
  -0.3, -1.0, -0.3, 2, -1.4, -8, -4, 0.4, 2, -1.0, .
> CC(=O)c1ccccc1NCC(=O)Nc1ccc(C)cc1
  3.4, -1.8, 2.3, 1, -1.7, -6, -2, 1.1, -1, -0.2, 0.1
> CCCn1cc(C(=O)OCC)c(=O)c2cc(F)c(F)cc21
  -1.3, -0.1, 0.2, 1, -1.6, 9, -4, -0.2, 2, -0.2, .
> CC(NS(=O)(=O)c1cccc(Cl)c1)C(=O)Nc1ccc(-c2nc3ccccc3s2)cc1 (stereo not given)
  3.0, 1.1, 0.0, 4, -1.0, -19, 2, 1.4, -8, 0.7, 0.2
> O=C(Cn1c(C(F)(F)F)nc2ccccc21)N1CCCC1
  -2.0, -1.1, 0.1, 3, -0.6, 12, -1, 0.0, 0, -0.1, 0.5
> Cc1ccc(C)c(N2CCN(c3nnnn3-c3ccccc3)CC2)c1
  0.0, -1.8, -0.2, 2, -1.4, -6, 0, 2.2, -3, -0.2, -0.7
> O=C(COC(=O)Cn1cnc2ccccc21)Nc1cc2c(cc1Cl)C(=O)c1ccccc1C2=O
  7.3, 3.2, 0.1, 7, -0.2, 4, 5, 5.3, -4, 0.7, 2.5
> O=C(CCSc1ccccc1)Nc1ccccc1C(=O)N1CCCC1
  -1.1, -1.5, -0.6, -1, -1.5, -2, -4, 0.2, 5, 0.8, 0.3
> C=CCn1c(NCc2ccc(N(C)C)cc2)nc2ccccc21
  0.1, 2.0, 0.6, -3, -0.4, 7, -2, 1.7, -1, 0.1, 1.2
> O=C(O)c1ccc(NC2=Nc3cccc4cccc2c34)cc1
  3.4, 0.0, 4.6, -4, -0.2, -3, 0, 1.1, 2, 0.6, -0.8
> COc1ccc(CCn2c(-c3ccco3)nc3nc4ccccc4nc32)cc1
  -1.1, -3.2, -14, 1, -1.5, -11, -3, -1.6, 1, -1.5, -0.6
> Cc1ccc(S(=O)(=O)Nc2ccc(=O)n(Cc3ccc(Cl)c(Cl)c3)c2)cc1
  -1.5, -0.7, 0.1, -4, -1.6, -44, -3, 1.9, 3, -0.6, -0.4
> O=C(Nc1nnc([C@H]2C[C@H](O)[C@@H](CO)O2)s1)c1ccc(Oc2ccccc2)cc1
  6.4, 0.1, -0.2, 0, -0.7, -8, -1, 1.1, 5, -0.9, .
> Cc1nc2scc(C)n2c(=O)c1S(=O)(=O)NCCc1ccccc1
  3.1, -2.4, 2.6, -2, -0.3, 13, 3, -1.9, 0, -0.7, 1.3
> COc1ccc2c(c1)c(=O)c(C(=O)c1ccc(C)cc1)cn2CC(=O)Nc1ccc(F)cc1
  4.1, 0.8, 0.8, 0, -1.4, -8, -2, -0.1, 3, -1.1, -0.5
> Cc1nnc(SCC(=O)Nc2ccc(S(N)(=O)=O)cc2)n(N)c1=O
  2.1, -0.6, -0.4, 3, -0.7, 5, -1, 0.4, 0, -0.5, 0.9
> COC(=O)c1ccc2c(=O)n(CCCCCC(=O)N3CCN(c4ccccc4)CC3)c(=O)[nH]c2c1
  0.1, -1.4, 0.3, 4, -0.9, 5, -1, -1.4, 3, -0.1, -0.6
> C=CCNC(=O)c1ccc(CN2CCC(Cc3ccccc3)CC2)cc1
  -2.3, -0.7, 0.4, -2, -1.0, -5, -1, -2.3, 0, 0.7, -1.6
> Cc1[nH][nH]c(=O)c1C(c1ccc(-c2ccccc2C(=O)O)o1)c1c(C)[nH][nH]c1=O
  -1.0, -0.1, 0.9, -2, -1.8, 2, -3, 0.9, 0, -0.1, -1.5
> N#Cc1ccc(NC(=O)Nc2cccc(C#N)c2)cc1
  -3.6, -3.6, 0.5, -1, -1.9, -24, -3, 1.9, -2, -0.8, 0.3
> Nc1cccc2c1C(=O)N(CCOc1ccccc1F)C2=O
  11*, 18*, 47*, 7, 1.9*, -2, 6, -2.5, 0, 2.6, 0.5
> O=C1NC(Cc2ccccc2)c2nc3cc(F)c(F)cc3c(=O)n2-c2ncccc21 (stereo not given)
  3.1, 0.0, 0.0, -9, -1.1, 2, 2, 1.3, 3, 1.5, 2.1
> O=C(COC(=O)c1ccc(Cl)c(S(=O)(=O)N2CCN(c3ccc(F)cc3)CC2)c1)Nc1cccc(Cl)c1
  -2.3, 0.4, -0.2, -4, -1.1, -10, 0, -0.7, -2, -0.3, 3.0
> COC(=O)CSc1nc2ccccc2o1
  -0.3, 3.8, 0.8, -2, -1.4, 5, -2, 2.3, -2, 0.3, 1.7
> Cc1c(C(=O)NCc2ccc3c(c2)OCO3)sc(=O)n1Cc1ccc(S(C)(=O)=O)cc1
  -2.3, -0.9, -0.7, 9, -1.6, 3, -2, 0.8, 8, -2.1, .
> Oc1ccccc1C=NC1=NN(c2cccc(C(F)(F)F)c2)CC1
  -2.6, 0.8, 0.1, -4, -1.4, 12, -2, 2.4, -6, -0.3, -0.4
> O=C(COc1ccccc1)Nc1ccc2c(c1)Cc1cc(NC(=O)COc3ccccc3)ccc1-2
  -3.4, 1.7, -0.7, -2, -0.5, 6, 0, 0.5, 2, -0.7, -0.7
> O=C(NCc1ccccc1)C1CCN(S(=O)(=O)c2cc([N+](=O)[O-])ccc2Cl)CC1
  3.8, 0.8, -0.3, -8, -0.8, -3, 2, -0.5, 0, 0.2, 1.8
> CCOC(=O)c1c(NC(=O)CN2C(=O)NC3(CCCCC3)C2=O)sc(C)c1-c1ccc(C)cc1
  -2.0, -2.7, 0.3, 1, -1.9, -5, 2, 3.8, 7, 0.1, -0.6
> Cc1c(NC(=O)Cn2[nH]c(=O)c3ccccc3c2=O)c(=O)n(-c2ccccc2)n1C
  -0.1, -0.5, -0.8, -1, -0.9, 5, 1, 0.7, 7, 2.0, 1.1
> CC(C)[C@@H]1NC(=O)[C@H]2C[C@@]3(c4ccccc4)c4ccccc4N[C@H]3N2C1=O
  -1.0, 2.3, -0.6, 4, -0.6, 9, -2, ., 3, -0.7, .
> O=C(Nc1ccc2oc(-c3ccc(F)cc3)nc2c1)c1ccccc1F
  2.8, -1.8, -1.3, 6, -1.4, 2, -6, 0.2, 3, 0.8, -1.3
> COC(=O)[C@]12CCCCC=C1N(Cc1ccc3c(c1)OCO3)C(=O)[C@H](CC(=O)N1CCCC1)C2
  -2.5, -0.3, 0.4, -1, -1.6, -4, -5, ., 5, -1.6, .
> Cc1sc2nc(CN3CCOCC3)nc(NS(=O)(=O)c3ccc4c(c3)OCCO4)c2c1C
  -0.1, 0.9, -0.3, 2, -0.5, -7, 0, 2.0, 6, 0.5, -0.7
> CCN1CCN(C(=O)/C=C/c2ccccc2[N+](=O)[O-])CC1
  2.1, 2.8, -0.4, -1, -1.2, 3, -1, 1.3, 0, 0.1, -2.0
> COc1ccc2[nH]cc(CCNS(=O)(=O)c3ccc(NC(C)=O)cc3)c2c1
  0.9, -0.9, 0.7, -2, -0.3, -39, 0, 0.3, -1, -0.4, .
> Cc1cnc(CNC(=O)c2csc(COCCO)n2)cn1
  -0.6, 1.9, 0.4, -2, -1.0, 3, 5, 0.4, 3, 0.2, .
> CC1(C(=O)Nc2ccc3c(c2)OCO3)CCN1C(=O)Cc1ccc(-c2ccccc2)cc1 (stereo not given)
  -4.6, -2.8, 0.3, 3, -1.6, -2, -8, -2.5, 3, -3.6, .
> O=C(Nc1nc2n(n1)C(c1ccc(F)cc1)CC(c1ccccc1)N2)c1ccco1 (stereo not given)
  -0.9, -1.4, 0.0, 0, -1.1, 4, -6, 1.4, -14, 0.6, 0.3
> CCc1ccc(C2CC(=O)N(c3ccc(F)cc3)C3=C2C(=O)OC3)cc1 (stereo not given)
  1.8, -0.8, -0.5, 2, -1.6, -10, 3, 1.7, 6, 0.1, -1.9
> CC(CCc1ccco1)NC(=O)CCc1nnc2ccc(NCc3ccccc3Cl)nn12 (stereo not given)
  1.7, -1.4, -0.5, 0, -1.2, -9, -1, -1.5, 4, -0.6, 0.2
> CCCC(=O)O[C@H]1C[C@@H](C)N(C(=O)c2ccccc2)c2ccc(C)cc21
  -0.6, -1.2, 0.4, -7, -1.6, 4, -2, 2.9, -9, -1.1, -0.2

High-throughput results (PubChem)
